Vif-A3G inh = inhibitors of Vif-APOBEC3G interaction. HeLa A3G-eYFP + Vif (tagged APOBEC3G with the HIV-1 protein that degrades it), YFP fluorescence, overnight. AID 602310. Potency, µM (titrated, usually from 46.1 µM), inactives show at the highest dose activity, negative = active, actives largely listed as inhibitors. 410,000 compounds, 0.076% hits. Q9HC16;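 also: potency is read from the fitted curve at half-maximal effect; % is scaled to controls: 0 for no effect and ±100 for the full control effect; nearly all actives have a fitted effect of over 60% in size; hits raise eYFP signal because A3G escapes Vif-driven loss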
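HeLa cells stably expressing Vif and C-terminally eYFP-tagged A3G, seeded overnight at 37 deg C, then exposed to compound by pintool overnight at 37 deg C. Rise in yellow fluorescence (Ex 488/Em 500-530, Acumen) marks blocked Vif-driven A3G degradation.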
Vif-APOBEC3F blk = blocks the Vif interaction with APOBEC3F; HeLa A3F-eYFP + Vif (tagged APOBEC3F with the HIV-1 protein that degrades it), YFP fluorescence increase; Potency, µM (highest dose often 46.1 µM), for inactives: top-dose activity, negative = active; 390,000 compounds, 0.2% hits; AID 602313; also: potency is read from the fitted curve at half-maximal effect; % of control where 0% means no effect; nearly all actives have a fitted effect of over 65% in size
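HeLa cells stably expressing A3F-eYFP plus Vif, plated and incubated overnight at 37 deg C, then exposed to compounds overnight at 37 deg C. Blocked degradation read as raised yellow fluorescence (Ex 488/Em 500-530).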
TrxR1 substrate = is turned over as a substrate by rat TrxR1 | O89049 | purified TrxR1 substrate turnover, NADPH consumption readout | Potency, µM (highest dose often 114 µM), for the others: top-dose activity change, negative = substrate turnover | 390,000 compounds, 0.01% hits; also: potency is read from the fitted curve at half-maximal effect; % is scaled to controls: 0 for no effect and ±100 for the full control effect; nearly all actives have a fitted effect of over 50% in size
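Rat TrxR1, dispensed at 90 nM, was prereduced with 400 uM NADPH (final) for 5 min at ~22 deg C, then incubated with compound 15 min before 400 uM selenite. A first-read NADPH fluorescence drop versus no-compound background flagged substrates.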
LDHA block = blocks human lactate dehydrogenase A; P00338; purified LDHA, NADH/diaphorase-resazurin fluorescence; hits give low values; activity change, % (values are at about 110 or 230 µM); 480,000 compounds, 0.15% hits; AID 1347041; in the data active = activity change below about -30%; inconclusive = mostly about -25% to -30%;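 also: plate controls were DMSO wells for no effect and wells without enzyme for full effect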
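Enzyme activity of human lactate dehydrogenase 5 (2 nM; 0.06 mM NADH, 0.2 mM pyruvate, 5 min, RT) is measured via a resazurin/diaphorase fluorescence readout of residual NADH.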
GRP78 ERSR act = ER stress response induction in glioma; AID 602332; 420,000 compounds, 0.02% hits; Potency, µM, inactives show top-dose activation, hits mostly activators; U87-MG GRP78 promoter luciferase reporter, 16 h; also: potency is read from the fitted curve at half-maximal effect; series mostly up to about 76 µM; % of control where 0% means no effect; nearly all actives have a fitted effect of over 35% in size
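ERSR induction read as luciferase luminescence (Bright-Glo, 10 min at room temperature) in stably transfected human U87-MG glioma cells exposed to compounds for 16 h, using GRP78 as sensor.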
mIDH1 inhibitor = inhibitors of human mutant IDH1 R132H; Potency, µM (titrated, usually from 76.6 µM), without a hit: top-dose activity change, negative = inhibition, usual class: inhibitors; IDH1-R132H enzyme, NADPH consumption, diaphorase/resazurin fluorescence; 390,000 compounds, 0.093% hits; O75874; also: potency is read from the fitted curve at half-maximal effect; % is scaled to controls: 0 for no effect and ±100 for the full control effect; nearly all actives have a fitted effect of over 65% in size
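IDH1-R132H (0.5 ug/mL dispensed) in pH 7.5 Tris buffer was preincubated 30 min with compound, then given a substrate mix of 0.016 mM NADPH and 2 mM alpha-KG for 80 min at room temperature; remaining NADPH was read by diaphorase/resazurin fluorescence.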
USP1-UAF1 inh = blocks the human USP1/UAF1 deubiquitinase complex; O94782; recombinant USP1/UAF1, Ub-Rhodamine cleavage fluorescence; Potency, µM (top dose mostly 57.1 µM), for the others: top-dose activity change, negative = inhibition, most hits filed as inhibitors; 390,000 compounds, 0.23% hits; AID 743255; also: potency is read from the fitted curve at half-maximal effect; % is scaled to controls: 0 for no effect and ±100 for the full control effect; nearly all actives have a fitted effect of over 60% in size; inactives centre near -12
Target sequence (O94782 whole entry, looked up): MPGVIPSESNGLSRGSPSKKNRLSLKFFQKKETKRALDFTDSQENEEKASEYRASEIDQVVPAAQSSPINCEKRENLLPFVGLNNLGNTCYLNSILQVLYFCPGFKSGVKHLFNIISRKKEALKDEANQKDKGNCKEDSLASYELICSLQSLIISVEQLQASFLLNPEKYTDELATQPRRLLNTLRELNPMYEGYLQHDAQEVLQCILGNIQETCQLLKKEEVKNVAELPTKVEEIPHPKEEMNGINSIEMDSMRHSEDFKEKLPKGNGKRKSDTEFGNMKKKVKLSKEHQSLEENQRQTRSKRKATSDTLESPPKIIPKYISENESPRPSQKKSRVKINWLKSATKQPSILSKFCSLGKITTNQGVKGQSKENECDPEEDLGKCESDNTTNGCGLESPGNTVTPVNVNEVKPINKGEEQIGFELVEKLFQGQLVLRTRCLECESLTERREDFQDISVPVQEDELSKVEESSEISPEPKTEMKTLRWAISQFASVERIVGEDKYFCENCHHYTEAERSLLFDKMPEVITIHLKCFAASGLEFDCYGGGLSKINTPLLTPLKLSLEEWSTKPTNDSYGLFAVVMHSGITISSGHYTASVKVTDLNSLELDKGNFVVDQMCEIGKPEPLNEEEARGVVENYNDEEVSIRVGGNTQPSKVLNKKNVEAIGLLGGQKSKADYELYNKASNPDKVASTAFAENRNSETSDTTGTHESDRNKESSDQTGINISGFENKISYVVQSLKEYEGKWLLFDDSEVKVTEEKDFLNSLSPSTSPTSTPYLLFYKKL
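High-throughput fluorogenic screen: 1nM USP1/UAF1 complex, Ub-Rho substrate 150nM final, 50mM HEPES pH 7.8 with 0.5mM EDTA, 0.1 mg/ml BSA, 1mM TCEP and 0.01% Tween-20.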
PI4K2A block = PI4K2A (human) kinase inhibition; purified PI4K2A, ADP-Glo luminescence, 1 h; hits give low values; activity change, negative = inhibition, % at 76.9 µM; 420,000 compounds, 0.13% hits; Q9BTU6; in the data active = activity change below about -50%; inconclusive = mostly about -30% to -49%;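 also: -100% = wells without enzyme as full effect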
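Compounds are screened against recombinant PI4K2A using PI as substrate and ATP, the latter dispensed at 300 microM. Reactions run one hour at ambient temperature before ADP-Glo detection; full inhibition defined by wells lacking enzyme.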
RXFP1 ag = activates the human relaxin receptor RXFP1. Q9HBX9. HEK293T-RXFP1 cAMP TR-FRET, 30 min; response scale: percent of porcine relaxin response, buffer zero. Potency, µM (titrated, usually from 57.5 µM), for the others: at the highest dose activation, usual class: activators. 370,000 compounds, 0.3% hits; also: potency is read from the fitted curve at half-maximal effect; % is scaled to controls: 0 for no effect and ±100 for the full control effect; nearly all actives have a fitted effect of over 60% in size; many of its hits are not listed in these tables
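HEK293 cells stably expressing RXFP1, treated 30 min at 37C with compounds plus PDE4 inhibitor Ro 20174; cAMP measured by HTRF TR-FRET. Normalized to buffer and 29 nM porcine relaxin; EC50 by Hill fit.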
* = called active by the depositor; ? = inconclusive; / = no result given; & = joins results of further samples; [ ] = dose if it differs, or a comment. Unless noted, calls follow the shape of the dose curve; as a rule, active = well fitted curve in the direction sought with a large enough effect; inconclusive = small, poorly fitted or top-dose-only effect, or another doubt; inactive = no such curve, though single readings can be large; an effect the other way counts as inactive or inconclusive. An excerpt; rates above refer to the full screens.

SMILES | Vif-A3G inh | Vif-APOBEC3F blk | TrxR1 substrate | LDHA block | GRP78 ERSR act | mIDH1 inhibitor | USP1-UAF1 inh | PI4K2A block | RXFP1 ag
O=C(O)c1ccccc1C(=O)Nc1ccc(-c2csc(-c3ccccc3)n2)cc1 | 0% | 3% | -8% | -6 | 6% | -6% | -10% | -1 | 3.9%
CCOC(=O)c1cccc(NC(=O)CSc2nnc(-c3cccnc3)n2C)c1 | 0% | 2% | 4%[57.1 µM] | -5 | -12% | 10% | -2% | 6 | -0.1%
COc1ccc(/C=N/N2C(C)CCCC2C)cc1O (configuration not stated) | 2% | -9% | 10%[57.1 µM] | -5 | -3% | 3% | -7% | -2 | -1.7%
CCC(C)NC(=O)Cn1c(=O)n(Cc2ccc(C(=O)NCc3ccccc3OC)cc2)c(=O)c2ccccc21 (configuration not stated) | 2% | 1% | 5% | -4 | 0% | 15% | -26% | 0 | 3.0%
O=C(COC(=O)CNC(=O)C1CCCCC1)Nc1cccc(F)c1 | 1% | -17% | -4% | -3 | -2% | 5% | -5% | -3 | 1.4%
CN(C)c1ccc(NC(=O)Cn2cc(S(=O)(=O)Cc3cccc(Cl)c3)c3ccccc32)cc1 | -2% | -4% | 6% | 4 | 2% | -5% | -32% | -4 | 0.5%
CCOC(=O)N1CCN(Cc2cn[nH]c2-c2cc3ccccc3o2)CC1 | -1% | 3% | 1% | 3 | -3% | 11% | -15% | 3 | -0.1%
Cc1nc(-c2cccc(Cl)c2)n[nH]1 | 0% | 7% | -7% | -8 | 0% | -8% | -6% | 8 | 3.4%
CCOc1c(Br)cc(C(=O)Nc2cccc(S(=O)(=O)N3CCOCC3)c2)cc1OC | 2% | -1% | / | 3 | -3% | 3% | ? | -2 | /
COc1ccccc1NC(=O)CN1C(=O)COc2ccc(S(=O)(=O)N3CCOCC3)cc21 | 0% | 1% | -6% | 1 | -4% | 0% | -16% | 7 | 6.9%
CCN1C(=O)CC(c2ccccc2)CC1=O | 0% | -11% | 13% | -6 | -4% | 29% | -15% | -5 | -0.1%
CCOc1ccc(NC(=O)C(CC)n2nc(C)c3c(C)n(-c4ccccc4)nc3c2=O)cc1 (configuration not stated) | 0%&-3% | 3%&1% | -10%&-4% | -8&-4 | -4%&-2% | 0%&5% | -21%&9% | 11&0 | -0.4%&-0.3%
COc1ccccc1N1CCN(C(=O)c2cc3c(=O)n4cccc(C)c4nc3s2)CC1 | -1% | 9% | 67%[activator] | 7 | -2% | -3% | -4% | 1 | 0.1%
CC(C)O/C(=N/S(=O)(=O)c1ccc(Cl)cc1)c1ccccc1 | -3% | 6% | 5% | 5 | -2% | 5% | -24% | -6 | /
CCCn1c(=S)[nH]c2cc(C(=O)N3CCN(c4ccccc4)CC3)ccc2c1=O | -1% | 4% | / | -3 | -5% | -1% | -28% | -3 | /
Cc1noc(C)c1COc1ccccc1C(=O)N1CCN(S(=O)(=O)c2ccccc2C#N)CC1 | 1% | 5% | -5% | -6 | 2% | 2% | 10% | 4 | /
O=C(Nc1ccccc1C(=O)N1CCCC1)C1CCN(c2ncccn2)CC1 | -1% | 1% | 10% | 1 | 0% | 4% | 9% | 1 | -1.4%
CN1C[C@@H](CO)O[C@@H](n2cnc3c(N4CCN(CCO)CC4)ncnc32)C1 | 2% | / | / | -8 | -2% | / | / | 1 | /
Cc1nc(NCC2CCCO2)[nH]c(=O)c1CCC(C)C (configuration not stated) | -1% | / | 0% | 1 | 7% | 9% | -22% | -14 | 0.2%
Cc1ccc(SC2CC(=O)N(c3ccc4c(c3)OCCO4)C2=O)cc1 (configuration not stated) | -7% | -27% | 2% | 1 | 1% | 4% | -19% | 2 | -0.1%
Cc1ccc(-c2nnn(CC(=O)NC3CC4CCC3C4)n2)cc1 (configuration not stated) | 7% | 1% | 7%[57.1 µM] | -4 | 1% | -1% | 4% | 0 | 0.8%
Clc1ccc(-c2cn3cc(Cc4ccccc4)sc3n2)cc1 | 0% | -3% | 11% | -14 | 0% | 5% | -19% | -1 | 3.3%
O=C1ON=C(c2ccccc2)/C1=C/c1cccnc1 | -8% | 6% | 2% | -7 | -4% | 0% | -6% | 1 | -0.1%
O=C(CNC1CCCCCC1)Nc1ccccc1N1CCOCC1 | -1% | 0% | 4% | -14 | -4% | 1% | -11% | 8 | 2.9%
Cc1cc([N+](=O)[O-])cc2c1NC(=O)C2(O)N1CCOCC1 (configuration not stated) | -9% | -10% | -15% | 9 | -4% | -3% | -13% | 3 | 2.5%
O=C(COC(=O)/C=C/c1ccc([N+](=O)[O-])cc1)NC(c1ccccc1)c1ccccc1 | -2% | -6% | -6% | -9 | -3% | -2% | -15% | -6 | -0.5%
COc1cc(/C=N/NC(N)=O)ccc1OC(=O)c1ccco1 | 3% | -6% | 1% | -2 | -3% | -4% | -22% | -12 | 0.1%
CC(C)CN(C(=O)COC(=O)CSc1ccccc1F)c1c(N)n(Cc2ccccc2)c(=O)[nH]c1=O | -1% | -1% | -8% | -5 | -3% | 4% | -10% | 1 | 0.8%
COCCNC(=O)c1cc(-c2ccc(Cl)c(Cl)c2)on1 | -4% | 0% | 8%[57.1 µM] | -1 | 2% | -5% | -19% | -2 | 0.0%
FC(F)Oc1ccc(NC(=S)NC2CCSc3ccccc32)cc1 (configuration not stated) | -13% | -9% | -18% | 0 | -3% | 0% | -17% | 2 | -0.6%
O=C(O)CN1C(=O)NC2(CCOc3ccccc32)C1=O (configuration not stated) | 0% | -14% | 5% | -6 | -6% | 0% | -7% | -4 | 4.4%
Cc1noc(C)c1S(=O)(=O)Nc1ccc2c(c1)C(=O)N([C@H](C)CO)C[C@H](C)[C@@H](CN(C)C(=O)Nc1ccc3c(c1)OCO3)O2 | 3% | -4% | 3% | 11 | 2% | 5% | -3% | 2 | /
Nc1ccc(C(=O)N2CCN(S(=O)(=O)c3ccc(Br)cc3)CC2)cc1[N+](=O)[O-] | -3% | 2% | 4% | 0 | -3% | 6% | -2% | -4 | -0.5%
COc1cccc(NC(=O)C2C3C=CC4(O3)C2C(=O)N(CCCN2CCCCC2)C4C(=O)NC2CCCCC2)c1 (configuration not stated) | -8% | -7% | 4%[57.1 µM] | 1 | -4% | 4% | -15% | -7 | 1.6%
CSCCC(NC(=O)c1cccc(S(=O)(=O)N2CCOCC2)c1)C(=O)Nc1ccc(F)cc1 (configuration not stated) | -3% | 6% | -2% | 0 | -1% | 3% | -12% | -4 | 1.0%
COc1ccc(Nc2c([N+](=O)[O-])ccc3c2=NC2(CCCCC2)N=3)cc1 | -5% | -28% | -14% | 5 | -1% | 2% | -20% | -2 | -0.5%
Cc1cccc(C)c1NC(=O)CS(=O)CC(=O)Nc1ccc(F)cc1F (configuration not stated) | 0% | -11% | -6% | -2 | -2% | -6% | -8% | -10 | -2.9%
CCOC(=O)c1c(C)nc(C)c(C(=O)OCC)c1-c1ccco1 | 1% | 11% | -1%[57.1 µM] | -8 | -2% | 22% | -1% | -7 | -1.1%
CCOC(=O)C1=CNS(=O)(=O)NC1c1ccc(OC(C)=O)cc1 (configuration not stated) | 3% | -13% | -12% | -1 | -2% | 9% | -10% | 4 | /
Cc1ccc(NC(=O)NCCCl)cc1S(=O)(=O)N1CCOCC1 | 4% | 3% | 2% | 0 | -6% | 18% | -9% | 0 | 3.6%

In the list so far, five contain fluorine.
SMILES | Vif-A3G inh | Vif-APOBEC3F blk | TrxR1 substrate | LDHA block | GRP78 ERSR act | mIDH1 inhibitor | USP1-UAF1 inh | PI4K2A block | RXFP1 ag
O=C(COC(=O)CNC(=O)C1CCCCC1)Nc1cccc(F)c1 | 1% | -17% | -4% | -3 | -2% | 5% | -5% | -3 | 1.4%
CC(C)CN(C(=O)COC(=O)CSc1ccccc1F)c1c(N)n(Cc2ccccc2)c(=O)[nH]c1=O | -1% | -1% | -8% | -5 | -3% | 4% | -10% | 1 | 0.8%
FC(F)Oc1ccc(NC(=S)NC2CCSc3ccccc32)cc1 (configuration not stated) | -13% | -9% | -18% | 0 | -3% | 0% | -17% | 2 | -0.6%
CSCCC(NC(=O)c1cccc(S(=O)(=O)N2CCOCC2)c1)C(=O)Nc1ccc(F)cc1 (configuration not stated) | -3% | 6% | -2% | 0 | -1% | 3% | -12% | -4 | 1.0%
Cc1cccc(C)c1NC(=O)CS(=O)CC(=O)Nc1ccc(F)cc1F (configuration not stated) | 0% | -11% | -6% | -2 | -2% | -6% | -8% | -10 | -2.9%
